# High-throughput results from PubChem.
# TLR9-MyD88 inh: inhibitors of TLR9-MyD88 association in cells, primary screen, cell-based, CHO, BLA complementation, fluorescence; inhibition, % at 4.98 µM; CCF4 FRET ratio; actives 0.21% (n = 340,000); Toll-like receptor 9 (Homo sapiens) + Myeloid differentiation primary response protein …;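 active = inhibition above the mean over all tested compounds plus 3 SD, cut at about 21% in these data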;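 note: 0% = DMSO only wells and 100% = clavulanate BLA inhibitor control wells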
# MC4R antag cAMP: MC4R antagonists of cAMP signaling, primary screen, cell-based, TR-FRET, antagonist arm of biased-ligand search | Melanocortin receptor 4 (Homo sapiens), P32245 | MC4R-expressing cells, MTII-stimulated cAMP, LANCE TR-FRET | inhibition, % at 6.5 µM | actives 0.48% (n = 360,000) | AID 540295, 2011;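 active = inhibition above its plate's cutoff, the mean of tested wells on that plate plus 3 SD, cut at about 29% in these data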;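 note: 0% = Melanotan II alone and 100% = Melanotan II plus saturating MCL0020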
#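 Material: human MC4R-expressing U2OS cells. Probe or stimulus: Melanotan II challenge. Dosing: 6.5 µM single dose. Times: 30-min compound, 1-h challenge, 1-h detection, room temperature. Technique: TR-FRET with Eu-cAMP and labeled anti-cAMP, 671 nm. Replication: singlicate.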
# NOD2-RIPK2 inh: NOD2-RIPK2 binding disruptors in cells, primary screen, fluorescence, CHO cells, BLA complementation; Receptor-interacting serine/threonine-protein kinase 2 (Homo sapiens), O43353; CCF4 ratio; inhibition, % at 4.98 µM; actives 0.38% (n = 360,000); AID 624267, 2012; in the data active = inhibition above about 21%;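 note: 0% = vehicle only and 100% = reference blocker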
# NCOA2 inhibitor: inhibition of GAL4-SRC2 driven luciferase reporter, primary screen, SRC2 inhibitor project, cell-based, luminescence; Nuclear receptor coactivator 2 (Homo sapiens), Q15596; HEK293 GAL4-SRC2 luciferase reporter; inhibition, % at 9 µM; actives 0.17% (n = 370,000);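 active = inhibition above the mean inhibition of all tested compounds plus 3 SD, set per campaign, cut at about 52% in these data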;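 note: 0% = DMSO treated cells and 100% = cells given Gossypol at 36 µM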
# SRC1 inh: SRC1 coactivator transcriptional activity inhibitors, primary screen, cell-based, luminescence. HEK293 GAL4-SRC1 luciferase reporter. inhibition, % at 3.6 µM. actives 0.12% (n = 360,000);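 active = inhibition above the campaign mean plus 3 SD, with each screening campaign given its own cutoff, cut at about 60% in these data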;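 note: 0% = DMSO treated cells and 100% = gossypol at 36 µM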
# EBV LMP1 NFkB: EBV LMP1-driven NF-kappaB luciferase reporter inhibitors, primary screen, cell-based, luminescence, single point. LMP1-induced NF-kappaB luciferase reporter cells. inhibition, % at 12.5 µM. actives 0.69% (n = 350,000); in the data active = inhibition above about 41%;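 note: 0% = neutral control wells and 100% = reference inhibitor control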
# ABHD5-PLIN5 inh: ABHD5-PLIN5 interaction inhibitors, primary screen, cell lysate, split luciferase complementation, luminescence. Perilipin-5 (Homo sapiens) + 1-acylglycerol-3-phosphate O-acyltransferase ABHD5 (Homo …. Split G. princeps luciferase complementation, 4 h. inhibition, % at 4 µM. actives 0.78% (n = 360,000). AID 602281, 2012;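 active = inhibition above the mean inhibition across every tested compound plus 3 SD, cut at about 22% in these data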;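 note: 0% = DMSO only wells and the 100% control is not disclosed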
# MC4R barr agon: MC4R agonists recruiting beta-arrestin, primary screen, cell-based, luminescence, agonist arm of biased-ligand search | Melanocortin receptor 4 (Homo sapiens), P32245 | U2OS MC4R beta-arrestin complementation; percent of melanotan II response, DMSO zero | activation, % at 8.9 µM | actives 0.98% (n = 360,000) | AID 540308, 2011;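 active = activation above a per-plate cutoff, the mean activation of sample wells on that plate plus 3 SD, cut at about 8% in these data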
# LRH-1 inv ag: LRH-1 (NR5A2) inverse agonists, primary screen, cell-based, luminescence, HEK293T, StAR-luciferase reporter; Nuclear receptor subfamily 5 group A member 2 (Homo sapiens), O00482; LRH-1 transfected, 24 h; inhibition, % at 3.6 µM; actives 0.13% (n = 360,000);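 active = inhibition above the mean inhibition of all tested compounds plus 3 SD, cut at about 73% in these data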;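 note: 0% = DMSO wells and 100% = reporter-only cells lacking LRH-1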
# COUP-TFII inh: NR2F2 transcriptional activity inhibitors, primary screen, cell-based, luciferase reporter, HEK293T, luminescence; HEK293T NGFI-A luciferase reporter; inhibition, % at 8.6 µM; COUP transcription factor 2 (Homo sapiens), P24468; actives 0.7% (n = 370,000);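 active = inhibition above a per-plate cutoff, mean inhibition of test wells between control levels plus 3 SD, cut at about 38% in these data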;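 note: cells cotransfected with COUP-TFII expression vector driving the NGFI-A reporter; 0% = median of COUP-TF2 test wells and 100% = reporter-only cells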
# NCOA3 inh: SRC3 coactivator transcriptional activity inhibitors, primary screen, cell-based, luminescence; inhibition, % at 3.6 µM; actives 0.17% (n = 360,000); Nuclear receptor coactivator 3 (Homo sapiens), Q9Y6Q9; HEK293 GAL4-SRC3 luciferase reporter;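 active = inhibition above a per-campaign cutoff, the mean of all compounds plus 3 SD, cut at about 60% in these data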;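 note: 0% = DMSO-treated cells and 100% = gossypol-treated cells at 36 µM; higher means less SRC3-driven luciferase light from the GAL4 reporter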
# * marks the source's active call; other numbers are inactive results; nt = not tested or not shown.
SMILES,TLR9-MyD88 inh,MC4R antag cAMP,NOD2-RIPK2 inh,NCOA2 inhibitor,SRC1 inh,EBV LMP1 NFkB,ABHD5-PLIN5 inh,MC4R barr agon,LRH-1 inv ag,COUP-TFII inh,NCOA3 inh
CN1CCN(S(=O)(=O)NC[C@H]2O[C@@H](n3cnc4c(N)ncnc43)[C@H](O)[C@@H]2O)CC1,-1,12,-80,-6,4,-2,14,2.4,11,-4,20
COc1cccc(C(=O)NC2=NCCS2)c1,8,-2,3,-25,-79,14,-4,-0.9,-112,-35,-46
COc1ccc(CCN(C)C2CCCN(C(=O)c3ccnn3C)C2)cc1OC (configuration not stated),-9,3,-7,8,5,2,2,-2.6,-25,15,23
COCCCN1C(=O)c2ccc(C(=O)NCCc3ccccc3)cc2C1=O,-2,7,-2,-88,-59,-3,-8,-0.5,-89,-23,-81
CCOc1cc(N2CCOCC2)c(OCC)cc1NC(=O)CN1C(=O)C2CC=CCC2C1=O (configuration not stated),-4,8,-5,2,-28,-1,2,0.6,-13,3,4
O=C(OCC(=O)N1CCCc2ccccc21)c1c(F)cccc1F,1,10,-3,-30,-21,-5,-6,0.6,-22,-19,-19
CCOCCn1c(SCc2c(F)cccc2Cl)nc2c1c(=O)[nH]c(=O)n2C,-8,9,-8,13,-3,-3,3,0.9,-23,-19,-5
Cc1cc([N+](=O)[O-])cc2c1NC(=O)C2(O)N1CCCCCC1 (configuration not stated),4,-2,7,16,-21,8,0,-3.6,-3,20,9
CCCNCc1cc(OCC)c(OCC(N)=O)cc1Br,-11,10,2,-9,-15,7,-1,-1.2,1,14,-20
CCn1c(CNC(=O)c2ccc3c(c2)OCO3)nnc1SCC(=O)Nc1cc(C)ccc1OC,6,1,7,-2,-1,4,2,-2.2,1,1,19
COc1ccc(CC(=O)N/N=C/c2sccc2C)cc1,1,-4,-3,4,-2,11,-4,-1.3,-1,14,1
COCCn1c(=NC(=O)/C=C/c2cccs2)sc2cc(NC(C)=O)ccc21,4,9,-9,9,0,-7,19,10*,-4,5,14
NC(=O)Cn1c(=O)n(CCC(=O)NCCSCc2ccccc2)c(=O)c2ccccc21,4,1,3,2,3,-3,0,-1.8,-2,10,8
Cc1c(C(=O)NCc2ccccc2C(F)(F)F)sc(=O)n1Cc1ccc(F)cc1,nt,18,4,1,3,nt,-11,2.3,15,9,10
Cc1cnc(-c2nc3ccccc3n2C(C(=O)NC(C)(C)C)c2ccccc2)cn1 (configuration not stated),nt,nt,-14,-2,nt,nt,11,nt,5,9,nt
CCN1C(=O)[C@@H]2[C@@H](c3ccc(-c4ccc5c(c4)OCO5)c(OC)c3)N3CCC[C@@]3(C(=O)OC)[C@@H]2C1=O,-2,-4,-2,-10,4,-1,6,-1.5,12,11,-18
CC1=CN2CC(O)CN=C2C=C1 (configuration not stated),6,3,1,1,-23,-2,4,-0.2,1,-5,7
COc1cc(OC)cc(C(=O)NC2CCN(Cc3nnnn3Cc3cccs3)CC2)c1,7,14,7,12,-25,6,4,-1.9,2,13,11
O=C(CSc1nnc(CNc2ccccc2)o1)N1CCc2ccccc21,-7,10,0,7,1,-4,0,3.1,-5,-13,-2
COc1ccc(NC(=O)c2cccc(S(=O)(=O)N3CCOCC3)c2)cn1,3,-1,-2,-39,-5,11,6,-2.2,0,-18,1
O=S(=O)(c1ccc(-c2nc3ccccc3s2)cc1)N1CCCC1,-5,-6,1,-47,-55,-15,4,0.4,-23,1,-54
O=C(Nc1cccc(Cl)c1)Nc1nc(-c2ccccc2)cs1,3,0,-8,-11,-20,-35,1,-0.1,-17,2,-16
CC1(c2nnnn2Cc2ccccc2)CCC(=O)N1CCc1ccccc1F (configuration not stated),nt,nt,-7,-25,nt,nt,10,nt,2,-17,nt
CSCC[C@H](NC(=O)C1CCN(S(=O)(=O)c2ccc(C)cc2)CC1)C(=O)NCC1CCCO1 (some centres not stated),-9,-3,-6,-9,6,1,-10,-0.1,-5,5,7
O=C(Nc1cccc2c1CCCC2)C1CCN(c2nnnn2-c2ccccc2)CC1,9,3,3,-17,4,7,-3,-2.4,-10,2,21
# Next entries.
SMILES,TLR9-MyD88 inh,MC4R antag cAMP,NOD2-RIPK2 inh,NCOA2 inhibitor,SRC1 inh,EBV LMP1 NFkB,ABHD5-PLIN5 inh,MC4R barr agon,LRH-1 inv ag,COUP-TFII inh,NCOA3 inh
CCCc1ccc2oc(C(=O)N(Cc3nccn3C)C(C)C)c(C)c2c1,1,-1,-6,1,0,-10,-5,-2.5,-41,13,-51
COc1cccc(-c2nnc(SCc3nc4ccccc4[nH]3)n2N)c1,10,6,-34,8,-16,-7,7,1.5,-20,-15,-13
Cc1cccc(N(C(=O)Cn2nnc(-c3ccccc3F)n2)C(C(=O)NC(C)(C)C)c2ccncc2)c1 (configuration not stated),-10,12,-2,13,0,-11,0,-1.5,4,-3,0
C[C@@H]1C[C@H]2[C@@H]3CCC4=CC(=O)C=C[C@]4(C)[C@@]3(F)[C@@H](O)C[C@]2(C)[C@H]1C(=O)CO,9,2,-1,-8,-20,11,6,-0.7,-18,-13,-39
CCCSc1nc2c(c(=O)n1-c1ccc(OCC)cc1)SCC2,2,3,-2,-10,-8,-8,2,-0.6,4,-1,11
CCc1c(-c2ccccc2)nc(N)c(C#N)c1-c1cccs1,2,1,-10,-13,5,-3,0,2.0,0,0,-21
CC(=O)N1CCN(c2ccc([N+](=O)[O-])c(NCc3cccnc3)c2)CC1,5,-9,-13,-63,16,5,8,-1.2,17,-20,-34
COc1cc(C(=O)OCC(=O)c2c(N)n(C)c(=O)n(C)c2=O)ccc1OCCC(C)C,7,0,-2,-4,10,8,3,-1.8,-11,8,-4
Cc1ccccc1OCC(O)CN1CCN(CCN2C(=O)c3cccc4cccc(c34)C2=O)CC1 (configuration not stated),-6,-2,10,-44,-10,0,11,2.4,-23,-19,-6
COC(=O)c1ccccc1NC(=O)CN1CCC(n2nnc3cc(F)ccc32)CC1,0,4,9,-26,-65,-2,-7,7.5,20,2,17
Cc1ccc(NC(=O)CSc2nc(=O)n(CCCN3CCOCC3)c3c2CCCC3)c(C)c1,-20,5,0,-8,4,5,1,-1.6,-3,12,-39
COCc1cccc(-c2csc(C(O)c3ccc(F)c(F)c3)n2)c1 (configuration not stated),nt,-3,-5,-35,-26,nt,-9,0.7,28,-12,-25
O=C1CCCN1CCC1CCN(C2CC(=O)N(c3ccc(F)cc3)C2=O)CC1 (configuration not stated),0,-5,3,14,5,-15,12,-2.0,-1,24,-3
CCCCNCCOCCOc1ccc(C)cc1[N+](=O)[O-],-11,2,-3,9,7,-2,0,-1.5,-22,0,7
COc1ccc(C2(C(=O)Nc3ccc(OC)cc3OC)CCCC2)cc1,-14,1,7,-33,-7,-1,-13,0.1,-3,-2,-2
Nc1ccc(S(=O)(=O)Nc2ccc(S(N)(=O)=O)cc2)cc1,-1,10,-6,-5,-13,3,5,-2.2,13,16,11
NC(=O)C1CCCN(C(=O)CN2C(=O)NC(c3ccccc3)(c3ccccc3)C2=O)C1 (configuration not stated),-4,8,-13,-8,-7,-11,10,1.5,2,2,11
Cc1c(C(=O)OCC(=O)N2CC(C)OC(C)C2)oc2ccc(Br)cc12 (configuration not stated),-8,5,-9,-11,13,0,0,0.9,-1,13,15
O=[N+]([O-])c1ccccc1N(S(=O)(=O)c1ccccc1)S(=O)(=O)c1ccccc1,5,8,9,-8,10,-2,-6,-1.9,4,-3,4
CCc1cc(CNC(=O)C2CCC(=O)N(CCc3ccc(OC)cc3)C2)on1 (configuration not stated),0,0,-4,20,11,-11,-2,-3.7,-6,4,24
COc1ccccc1C(=O)Nc1ccc(S(=O)(=O)Nc2cnc3ccccc3n2)cc1,-7,6,-22,-15,-16,1,-4,-3.9,-4,-4,8

# A draw from above in order of length of the SMILES, descending.
SMILES,TLR9-MyD88 inh,MC4R antag cAMP,NOD2-RIPK2 inh,NCOA2 inhibitor,SRC1 inh,EBV LMP1 NFkB,ABHD5-PLIN5 inh,MC4R barr agon,LRH-1 inv ag,COUP-TFII inh,NCOA3 inh
Cc1ccccc1OCC(O)CN1CCN(CCN2C(=O)c3cccc4cccc(c34)C2=O)CC1 (configuration not stated),-6,-2,10,-44,-10,0,11,2.4,-23,-19,-6
COc1ccccc1C(=O)Nc1ccc(S(=O)(=O)Nc2cnc3ccccc3n2)cc1,-7,6,-22,-15,-16,1,-4,-3.9,-4,-4,8
CCc1c(-c2ccccc2)nc(N)c(C#N)c1-c1cccs1,2,1,-10,-13,5,-3,0,2.0,0,0,-21

# An excerpt of the results above:
SMILES,TLR9-MyD88 inh,MC4R antag cAMP,NOD2-RIPK2 inh,NCOA2 inhibitor,SRC1 inh,EBV LMP1 NFkB,ABHD5-PLIN5 inh,MC4R barr agon,LRH-1 inv ag,COUP-TFII inh,NCOA3 inh
CCCc1ccc2oc(C(=O)N(Cc3nccn3C)C(C)C)c(C)c2c1,1,-1,-6,1,0,-10,-5,-2.5,-41,13,-51
COc1cccc(-c2nnc(SCc3nc4ccccc4[nH]3)n2N)c1,10,6,-34,8,-16,-7,7,1.5,-20,-15,-13
Cc1cccc(N(C(=O)Cn2nnc(-c3ccccc3F)n2)C(C(=O)NC(C)(C)C)c2ccncc2)c1 (configuration not stated),-10,12,-2,13,0,-11,0,-1.5,4,-3,0
C[C@@H]1C[C@H]2[C@@H]3CCC4=CC(=O)C=C[C@]4(C)[C@@]3(F)[C@@H](O)C[C@]2(C)[C@H]1C(=O)CO,9,2,-1,-8,-20,11,6,-0.7,-18,-13,-39

# An excerpt; rates above refer to the full screens.
